Screening results: PubChem BioAssay, Sanford-Burnham Center for Chemical Genomics
Mac1 fbg enh: enhancers of CD11b/CD18 adhesion to fibrinogen, primary screen, K562 cells, luminescence; Integrin beta-2 (Homo sapiens) + Integrin alpha-M (Homo sapiens), P05107+P11215; 93,000 tested, 0.07% active; activation, % at 10 µM; ATPlite luminescence;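 active = 10 µM primary screen giving 50% or more activity, confirmed by 40% or more on retest at that dose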; note: strong numbers were not always called active; reference of the scale not given here
Target sequence (P05107 whole entry, looked up, other chains not shown): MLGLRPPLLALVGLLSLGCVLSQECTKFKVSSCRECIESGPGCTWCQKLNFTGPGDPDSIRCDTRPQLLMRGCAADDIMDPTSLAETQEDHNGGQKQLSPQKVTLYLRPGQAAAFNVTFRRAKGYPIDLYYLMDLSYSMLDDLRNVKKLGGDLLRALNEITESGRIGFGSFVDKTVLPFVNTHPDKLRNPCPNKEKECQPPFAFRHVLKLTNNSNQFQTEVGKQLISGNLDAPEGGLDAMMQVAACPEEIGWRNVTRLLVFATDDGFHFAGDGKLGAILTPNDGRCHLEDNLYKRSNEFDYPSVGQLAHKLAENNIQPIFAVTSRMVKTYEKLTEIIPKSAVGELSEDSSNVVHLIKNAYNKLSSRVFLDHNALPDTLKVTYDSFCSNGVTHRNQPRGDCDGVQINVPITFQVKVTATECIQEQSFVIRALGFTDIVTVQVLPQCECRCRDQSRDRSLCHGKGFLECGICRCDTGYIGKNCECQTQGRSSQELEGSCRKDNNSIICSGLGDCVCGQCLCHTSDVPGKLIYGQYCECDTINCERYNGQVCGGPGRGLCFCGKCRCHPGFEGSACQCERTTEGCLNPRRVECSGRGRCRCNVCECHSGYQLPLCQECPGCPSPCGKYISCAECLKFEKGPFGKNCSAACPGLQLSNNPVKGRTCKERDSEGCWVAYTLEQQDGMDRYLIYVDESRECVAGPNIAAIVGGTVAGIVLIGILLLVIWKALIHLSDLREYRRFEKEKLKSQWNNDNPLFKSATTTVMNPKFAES
CD11b adhes inh: inhibitors of CD11b/CD18 adhesion to fibrinogen, primary screen, K562 cells, luminescence; inhibition, % at 10 µM; ATPlite luminescence; Mn2+ added to activate the integrin; 93,000 tested, 0.54% active; Integrin beta-2 (Homo sapiens) + Integrin alpha-M (Homo sapiens), P05107+P11215;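 active = primary inhibition of 50% or more at 10 µM, then 40% or more on retest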; note: some results filed as inactive read as strong as hits
An asterisk follows results filed as active. Not all compounds are listed; the hit share may differ from the screen's.

compound | Mac1 fbg enh | CD11b adhes inh
Cc1ccc(N2CN(Cc3cccnc3)CNC2=S)cc1 | -1 | -3
FC(F)(F)c1cccc(NC(=S)NC(c2ccccc2)c2ccccc2)c1 | 0 | 4
CNc1nc(-c2ccccc2)[n+](-c2ccc(C)cc2)s1 | -10 | 102
OC(CN1CCN(Cc2ccccc2)CC1)Cn1c2ccccc2c2ccccc21 (stereo not given) | 1 | 15
Nc1nnnn1/N=C/c1ccc(N2CCCCC2)c([N+](=O)[O-])c1 | 2 | -1
S=C(NNc1ccc2ccccc2c1)NC1CCCCC1 | 4 | -1
COc1ccc(/C=N/NC(=O)CNC(=O)c2cccs2)cc1 | 0 | 5
COc1ccc(C(CC(=O)Nc2ccc(C)cc2)NC(=O)C(F)(F)F)cc1 (stereo not given) | 0 | -24
COc1cc(/C=C2/C(=O)NN(c3cccc(F)c3)C2=O)ccc1OC(=O)c1ccco1 | -3 | 3
COc1ccc(CCN(Cc2cccs2)S(=O)(=O)c2ccc(S(=O)(=O)N(C)C3CCCCC3)cc2)cc1OC | 16 | 11
CC1CCN(c2ccc([N+](=O)[O-])cc2C(=O)O)CC1 | -2 | -18
N#Cc1c(NC(=O)/C=C/c2ccco2)sc2c1CCCC2 | 24 | 10
CCOc1ccccc1C(=O)OCC(=O)Nc1cc(Cl)ccc1Oc1ccccc1 | 6 | 37
COC(=O)N/N=C/c1ccc(-c2ccc(C)c(Cl)c2)o1 | -2 | -11
C=C(C)C1CC=C(C)/C(=N\NC(=O)CNc2cccc3ccccc23)C1 (stereo not given) | 6 | -13
CCN1C(=O)/C(=C\c2cn(CCC#N)nc2-c2ccc(F)cc2)SC1=S | 15 | 0
CCCCCC[n+]1c(-c2ccccc2)csc1Nc1ccccc1 | 3 | -7
Cc1cccc(NC(=O)/C=C/c2ccc([N+](=O)[O-])s2)c1 | 29 | -8
CCOC(=O)c1c(NC(=O)CN2CCCc3ccccc32)sc(C)c1C | 0 | -1
O=C1CCCC2(O)C1C(c1cccc(Br)c1)NC(=O)N2Cc1ccccc1 (stereo not given) | -3 | 29
C=C(C)CNC(=S)Nc1sc2c(c1C(=O)OCC)CC(C)(C)OC2 | -1 | -4
CCc1cc(=O)oc2cc3occ(-c4ccc(OC)c(F)c4)c3cc12 | 15 | 20
COc1ccc(CCn2c(-c3cccc([N+](=O)[O-])c3)nc3nc4ccccc4nc32)cc1OC | -1 | 2
COc1ccc(-c2nnc3ccc(SCC(=O)Nc4nccs4)nn23)cc1OC | 1 | -1
O=C(CSc1ccccc1)Nc1nnc(/C=C/c2ccccc2)s1 | 1 | -15
C=CCc1cccc2ccc(=O)oc12 | -3 | 6
Cc1ccc(/C=C/C(=O)N2CCCN(C(=O)/C=C/c3ccc(C)cc3)CC2)cc1 | -2 | 10
COc1ccc2c(c1)c1nc3ccccc3nc1n2Cc1ccc(OC(C)C)c(OC)c1 | 52 | -5
O=C(N1CCN(c2cccc(Cl)c2)CC1)C1(c2cccs2)CCOCC1 | -5 | 9
Cc1nc(SCC(=O)NC(=O)NCCC(C)C)c2c(-c3cccs3)csc2n1 | 11 | 31
O=C(NCCc1ccccc1)C(=O)c1c(-c2ccccc2)cc2ccccn12 | -4 | 14
CCCCC(O)(CCCC)C(=O)NN(C(=O)OCC)c1ccccc1 | 1 | 5
CCC(CO)NC1=C([N+](=O)[O-])C(=O)CC(C)(C)C1 (stereo not given) | 2 | 4
O=C(COC(=O)CSc1ccc2ccccc2c1)NC1CC1 | -6 | 22
Cc1cccc2cc(CN(Cc3cccs3)C(=S)NCc3ccco3)c(=O)[nH]c12 | 4 | 4
O=C(CSc1nc2ccccc2n1S(=O)(=O)c1ccccc1)N1CCCC1 | 0 | -5
Cc1cccc(NC(=O)C2(C)CC3c4ccccc4C2c2ccccc23)c1C (stereo not given) | -2 | 4
CCOC(=O)CCC(NC(=O)CCCCC(=O)NC(CCC(=O)OCC)C(=O)OCC)C(=O)OCC (stereo not given) | -5 | -4
COc1ccc(N=c2cc(-c3ccc(OC)cc3)oc3ccccc23)cc1 | 0 | 42
CN(c1cccc(NC(=O)CN(c2cccc(Cl)c2)S(=O)(=O)c2ccc(Cl)cc2)c1)S(C)(=O)=O | 12 | 3
Cc1ccc(S(=O)(=O)CCC(=O)OCc2ccc(Cl)c(Cl)c2)cc1 | -1 | -8
Cc1cccc(NC(=S)N2CCn3cccc3C2c2cccnc2)c1 (stereo not given) | 7 | -4
COc1ccccc1NC(=S)NC1CCC(CC2CCC(NC(=S)Nc3ccccc3OC)CC2)CC1 (stereo not given) | 15 | 40
COc1ccc2oc(C(=O)OCC(=O)NCCN3C(=O)CSC3=O)c(C)c2c1 | -2 | -9
CCn1cc(CNC(=O)c2cc(-c3cc(OC)ccc3OC)nc3ccccc23)c(C)n1 | -6 | -8
Cc1ccc(NC(=O)C2(c3ccc([N+](=O)[O-])cc3)CCCC2)cc1 | 6 | 11
SC(COCc1ccccc1)CN1CCN(Cc2ccc3c(c2)OCO3)CC1 (stereo not given) | 5 | -12
Cc1c(C#N)c(N)nc2c3c(sc12)NC(=O)CC3c1ccc(F)cc1 (stereo not given) | 14 | -5

A few values from above.
COc1ccc2oc(C(=O)OCC(=O)NCCN3C(=O)CSC3=O)c(C)c2c1 in CD11b adhes inh is entered as -9
COc1ccc(N=c2cc(-c3ccc(OC)cc3)oc3ccccc23)cc1 in CD11b adhes inh is entered as 42
CCOC(=O)CCC(NC(=O)CCCCC(=O)NC(CCC(=O)OCC)C(=O)OCC)C(=O)OCC (stereo not given) in CD11b adhes inh is entered as -4
Cc1cccc(NC(=O)C2(C)CC3c4ccccc4C2c2ccccc23)c1C (stereo not given) in CD11b adhes inh is entered as 4
CCn1cc(CNC(=O)c2cc(-c3cc(OC)ccc3OC)nc3ccccc23)c(C)n1 in CD11b adhes inh is entered as -8

More compounds follow.
SMILES	Mac1 fbg enh	CD11b adhes inh
CCCCN1CNC(=S)N(CCc2ccccc2)C1	3	-1
CCCCc1nc(Cl)c(C#N)c2c1CSC(C)(C)C2	19	8
CCN(CC)S(=O)(=O)c1ccc(C)c(NC(=O)COc2ccc(Br)cc2Cl)c1	-3	-13
COc1ccc(CC(=O)O/N=C(\N)c2cccc([N+](=O)[O-])c2)cc1	4	-2
O=C(NC(Cc1ccccc1)C(=O)O)C1CCCCC1 (stereo not given)	-2	18
COc1cccc(/C=N/NC(=O)c2[nH]nc3c2CCc2ccccc2-3)c1O	68	27
Cc1ccc(NC(=O)CCCCCCCCCCC2COCCO2)c(C)c1 (stereo not given)	15	35
C=CCNC(=S)NNC(=O)c1csc(C)c1C	-1	2
O=C(/C=C/c1ccccc1[N+](=O)[O-])Nc1cccnc1	-2	4
Cc1cccc(-n2c(SCC(=O)N3CC(=O)Nc4ccccc43)nc3ccccc3c2=O)c1C	-4	4
COc1ccc2c(c1)c(CC(=O)Nc1ccccc1OC)c(C)n2C(=O)c1ccc(Cl)cc1	5	5
COC(=O)c1ccc(N2CCN(S(=O)(=O)c3ccc4ccccc4c3)CC2)c([N+](=O)[O-])c1	-2	28
O=C(NCCNc1cc(Cl)ccc1[N+](=O)[O-])c1ccco1	-1	-12
Cc1c(NC(=O)C(C)OC(=O)c2c3c(nc4ccccc24)CCC3)c(=O)n(-c2ccccc2)n1C (stereo not given)	6	-18
Cc1ccccc1-n1c(Cn2c(=O)sc3ccccc32)nnc1SCC(=O)N1CCCC1	0	2
Cc1cccc(NC(=S)NCC(c2cccnc2)N(C)C)c1 (stereo not given)	0	-20
c1ccc(NCc2nc3ccccc3n2CCOc2ccccc2)cc1	-1	-10
C=CCNC(=S)NNC(=O)c1cccc(Br)c1	-2	6
Cc1c(NC(=O)c2cc(-c3cccs3)nc3ccccc23)c(=O)n(-c2ccccc2)n1C	-4	3
O=C(O)CC12C[C@H]3C[C@@H](C1)CC(n1ncc(N4CCN(c5ccccc5)CC4)c(Cl)c1=O)(C3)C2	1	16
O=C(N/C(=C\c1cn(-c2ccccc2)nc1-c1ccccc1)C(=O)N1CCOCC1)c1ccccc1	-2	2
CC1=C(C(=O)N2CCOCC2)C(c2cccc3ccccc23)NC(=S)N1 (stereo not given)	0	4
CCC(=O)NC(c1ccccc1Cl)c1c(O)ccc2ccccc12 (stereo not given)	-5	13
CCOc1ccccc1-c1c2cc(O)c(=O)cc-2oc2cc(O)c(O)cc12	9	3
Cc1ccc(C(=O)NCC(=O)OCC(=O)c2cc(C)n(Cc3ccco3)c2C)cc1	0	7
CC(=O)N/C(=C\c1ccc(F)cc1)C(=O)NC(Cc1c[nH]c2ccccc12)C(=O)O (stereo not given)	0	-4
COc1ccccc1/C=C/C(=O)OCC(=O)Nc1cc(C(F)(F)F)ccc1N1CCOCC1	5	29
O=C(CNC(=O)c1ccccc1F)N/N=C/c1cc(Br)ccc1OCc1ccccc1	11	5
CC(C)(C)c1ccc(C(=O)NC(=S)NCC2CCCO2)cc1 (stereo not given)	-3	9
COC(=O)c1sc2ccccc2c1NC(=O)c1ccc(S(=O)(=O)N2CC(C)CC(C)C2)cc1 (stereo not given)	9	5
COc1ccc(C(=O)/C=C/c2ccc(N3CCCCC3)c([N+](=O)[O-])c2)cc1	-5	18
Cc1ccccc1NC(=S)N1CCN(Cc2ccc3c(c2)OCO3)CC1	11	-18
COc1ccc(NC(=O)Nc2cccc([N+](=O)[O-])c2)cc1Cl	-6	6
Cc1cccc(N=C2NC(=O)/C(=C/C=C/c3ccco3)S2)c1C	76	12
C/C(=N\Nc1ccc([N+](=O)[O-])cc1)c1ccc(-n2nncc2C(C)(C)C)cc1	6	-15
C[N+](C)(C)c1ccc(/C=N/Nc2nc(Cl)c(C#N)c(Cl)c2Cl)cc1	78	-16
Cc1cccc(-c2nsc(SCC(=O)NCc3ccc4c(c3)OCO4)n2)c1	-3	-12
COc1ccccc1Nc1nc(-c2cccc(N3C(=O)c4ccccc4C3=O)c2)cs1	18	12
CCSc1nnc(CNC(=O)C23CC4CC(CC(C4)C2)C3)n1C1CCCCC1	-4	12
CN(C)S(=O)(=O)c1cccc(NC(=O)c2cc3c(=O)n4ccccc4nc3s2)c1	33	10
O=C(NC(=S)N1CCN(C(c2ccccc2)c2ccccc2)CC1)c1ccc(S(=O)(=O)N2CCOCC2)cc1	16	10
Cc1[nH]c2ccccc2c1/C=N/Nc1ccc([N+](=O)[O-])cc1	35	25
C=CCNC(=O)/C(C#N)=C/c1c(N(Cc2ccccc2)Cc2ccccc2)nc2ccccn2c1=O	6	32
COc1cc(CN(C(=S)NCC(=O)NC2CC2)C2CCCC2)cc(OC)c1OC	-4	23
CCC(=O)Oc1ccc2ccccc2c1CNC(=O)c1ccccc1	2	2
Cc1cc(C(=O)N/N=C/c2cc(Br)ccc2OC(=O)c2ccc(Br)cc2)n[nH]1	86	-20
O=C(NCc1cccs1)c1ccc([N+](=O)[O-])cc1Cl	-4	-7
O=C1c2ccccc2C(=O)N1CCCc1c[nH]c2ccc(Cl)cc12	-3	28
N#C/C(=C/c1cccc([N+](=O)[O-])c1)c1nnc2n1CCCCC2	1	2
COc1ccc(CN=C2NC(=O)CC(C(=O)Nc3ccccc3C)S2)cc1 (stereo not given)	-3	6

Ordered by value in Mac1 fbg enh (falling): some entries from above
| molecule | Mac1 fbg enh | CD11b adhes inh |
| --- | --- | --- |
| Cc1cc(C(=O)N/N=C/c2cc(Br)ccc2OC(=O)c2ccc(Br)cc2)n[nH]1 | 86 | -20 |
| C[N+](C)(C)c1ccc(/C=N/Nc2nc(Cl)c(C#N)c(Cl)c2Cl)cc1 | 78 | -16 |
| C/C(=N\Nc1ccc([N+](=O)[O-])cc1)c1ccc(-n2nncc2C(C)(C)C)cc1 | 6 | -15 |

4 entries picked at random from the list so far:
SMILES	Mac1 fbg enh	CD11b adhes inh
COc1cc(CN(C(=S)NCC(=O)NC2CC2)C2CCCC2)cc(OC)c1OC	-4	23
C[N+](C)(C)c1ccc(/C=N/Nc2nc(Cl)c(C#N)c(Cl)c2Cl)cc1	78	-16
CCSc1nnc(CNC(=O)C23CC4CC(CC(C4)C2)C3)n1C1CCCCC1	-4	12
Cc1ccccc1NC(=S)N1CCN(Cc2ccc3c(c2)OCO3)CC1	11	-18

More structures follow.
SMILES	Mac1 fbg enh	CD11b adhes inh
CNC(=S)NNC(=O)c1sccc1C	-4	0
CCc1ccc(NC(=O)C(C)OC(=O)c2cccc(S(=O)(=O)N3CCc4ccccc4C3)c2)cc1 (stereo not given)	2	23
CCCNS(=O)(=O)c1ccc(N2CCCC2=O)c([N+](=O)[O-])c1	-2	-17
COc1ccc2nc(NC(=O)CSc3nc(SC)ns3)sc2c1	-3	89
CC(C)NC(=O)NC(=O)COC(=O)c1ccc(F)cc1F	3	-2
CC(=O)Nc1ccc(SCC(=O)c2cc(C)n(Cc3cccs3)c2C)cc1	-2	9
Cc1ccc(CNC(=O)c2sc3ccc(S(=O)(=O)N4CCCCC4)cc3c2N)cc1	5	2
COc1ccc(NC(=O)CSc2ccc(-c3ccccn3)nn2)cc1OC	-3	-1
CSc1nc2ccc(NS(=O)(=O)c3cccc(Cl)c3Cl)cc2s1	-5	83
Cc1c(C(=O)Nc2cccc(-c3nnc4n3CCCCC4)c2)oc2ccccc12	0	9
Cc1ccc(NC(=O)c2ccncc2)cc1S(=O)(=O)N(C)C	11	-24
O=c1c2ccccc2nc(SCc2ccc([N+](=O)[O-])cc2)n1-c1ccc(Cl)cc1	-3	29
CCOC(=O)c1c(C)[nH]c(C)c1C(=O)COC(=O)/C=C/c1ccc(Cl)cc1	-4	25
